Screens: PubChem, National Center for Advancing Translational Sciences (NCATS)
aSyn yeast rescue: alpha-synuclein toxicity suppression in yeast; S. cerevisiae alpha-synuclein toxicity rescue, BacTiter-Glo growth, 24 h; 94,000 compounds, 0.02% hits; Potency, µM (series often up to 46.1 µM), inactives show at the top dose growth rescue (activation), most hits filed as activators; AID 1347070; active means well fitted activation curve with a large enough effect; inconclusive means small, poorly fitted or top-dose-only effect; further: 0% is about no effect
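Growth restoration measured by BacTiter-Glo luminescence after 24 hr at 30 deg C; alpha-synuclein yeast, raffinose-pregrown to mid-log, were added at OD600=0.02 in galactose medium onto pinned compounds.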
An asterisk follows results filed as active; ? = inconclusive. Potency means the concentration at half of the fitted maximal effect. Not all compounds are listed; count on the stated rates, not on these rows.

structure,aSyn yeast rescue
COc1cccc(NC(=O)CCc2nc(-c3cccs3)no2)c1,-1.3%
CCCCn1c(N)c(N(CCC(C)C)C(=O)c2cccc(-n3cnnn3)c2)c(=O)[nH]c1=O,-18.0%
COc1ccc(N2CCN(C(=O)Nc3cn(CC(C)C)c(=O)c4ccccc34)CC2)cc1,0.1%
O=C(CN1CCCC1)NC(=O)NC1CCCC1,-9.7%
Cc1cc2oc(C(=O)Nc3nc(-c4ccccc4)ns3)c(C)c2cc1Cl,-0.6%
CCOC(=O)c1c(NC(=O)c2cc(-c3ccc(Cl)cc3)on2)sc2c1CCCC2,1.8%
Cc1c(Nc2ccc(C=O)cc2)c(=O)n(-c2ccccc2)n1C,-5.0%
COc1cc(C(=O)NCC(=O)OCc2cc(=O)oc3c(C)c(C)ccc23)cc(OC)c1OC,-3.4%
CCn1cc(C(=O)O)c(=O)c2cc(F)c(N3CCN(C(=S)NC(=O)c4cccc(F)c4)CC3)cc21,2.3%
CC(C)(C)c1cc(-c2csc(Nc3ccccc3)[n+]2Cc2ccc(C(=O)O)cc2)cc(C(C)(C)C)c1O,-12.4%
Cc1ccccc1-n1c(SCC(=O)Nc2ccc(Cl)cc2F)nnc1-c1cc2occc2n1C,-6.1%
COc1ccc(C2CC(=O)c3cc(-c4nc(-c5cccc([N+](=O)[O-])c5)cs4)c(=O)n(-c4ccc(C)c(C)c4)c3C2)cc1 (stereo not given),-12.2%
CCCc1cc(=O)[nH]c(Nc2cc(Cl)ccc2OC)n1,3.3%
CC1=C(C(=O)Nc2ccc(C)cc2C)C(c2cccn2C)n2ncnc2N1 (stereo not given),4.4%
Cn1ccc(=S)c2ccccc21,-26.2%
O=C(CSc1nc(-c2ccc(Cl)cc2)nc2c1Cc1ccccc1O2)N1CCCCC1,3.4%
COc1cccc(C(=O)Nc2cc3cc(OC)ccc3oc2=O)c1,22.1%
CCOC(=O)c1c(NC(=O)/C=C/c2ccc(C(C)C)cc2)sc2c1CCC2,-3.4%
CC(Sc1nncn1C)C(=O)Nc1nnc(-c2ccccc2)s1 (stereo not given),-4.2%
Cn1c(=O)n(Cc2ccccc2)c(=O)c2c1nc1n2CCN1c1ccccc1,-10.8%
O=C(NCC(c1ccco1)S(=O)(=O)c1cccs1)c1ccc(Cl)cc1 (stereo not given),14.3%
Cc1nnc(N2CCN(C(=O)Nc3cccc(C(F)(F)F)c3)CC2)c2nn(-c3ccccc3)c(C)c12,3.0%
Cc1ccc(CCNC(=O)Cn2c(-c3cccs3)cc3cc(F)ccc32)cc1,-0.4%
Cc1cc(C)cc(NC(=O)Cn2c(=O)n(-c3ccc(C)c(C)c3)c(=O)c3oc4ccccc4c32)c1,2.7%
CCN(CC)CCCNC(=O)c1cn(C)c2ccc(S(=O)(=O)N3CCOCC3)cc2c1=O,7.7%
COc1ccc2[nH]cc(CCN=C(NC(=O)c3ccccc3F)Nc3nc(C)cc(C)n3)c2c1,-6.5%
Cc1c(C)n(Cc2ccccc2)c2ccc(C(=O)NCc3ccccc3F)cc12,8.0%
Cc1ccc(CNC(=O)C2CCN(c3ncnc4c3nc3n4CCCCC3)CC2)cc1,-3.7%
COc1ccc(NC(=O)c2cc3ccccc3oc2=O)cc1,-11.9%
O=C(NCCCNC(=O)c1cnccn1)c1ccc(Cl)c(Cl)c1,-4.1%
O=C(Nc1ccc2oc(-c3cc(Br)ccc3Cl)nc2c1)c1ccc2ccccc2c1,0.3%
Cc1nc(SCC(=O)NCC2COc3ccccc3O2)c2c(C)c(C)sc2n1 (stereo not given),-12.4%
O=C1CC(c2nc(-c3cccc(Cl)c3)no2)CN1c1ccc2c(c1)OCCO2 (stereo not given),21.7%
CCc1ccc(C(=O)c2cn(CC(=O)Nc3ccc4c(c3)OCO4)c3ccc(CC)cc3c2=O)cc1,0.1%
COc1cccc(CNc2ncnc3c2nnn3C)c1,-9.3%
CCc1ccc(-n2nc(CO)c(C(=O)NCCCc3ccccc3)n2)cc1,2.3%
Cc1ccc(C(=O)NC(C)c2ccc(S(N)(=O)=O)cc2)s1 (stereo not given),5.0%
Cc1ccccc1OCc1n[nH]c(=S)n1Cc1ccccc1,7.8%
CC(C)N1CCN(Cc2cc(F)ccc2-n2cccn2)CC1CCO (stereo not given),-2.9%
COc1ccccc1CNC(=O)c1sccc1C,7.5%
Cc1cccc(NC(=O)c2ccc(F)c(S(=O)(=O)N(C)C3CCCCC3)c2)c1,10.3%
CCOc1ccc(CCNC(=O)CN2CCN(Cc3ccc(Cl)cc3)C2=O)cc1OCC,1.0%
COc1cc(/C=N/n2nnnc2N)cc(Cl)c1OC,3.5%
Cc1oc2ccc(O)c(CN3CCN(Cc4ccccc4)CC3)c2c1C(=O)Nc1cccc(Cl)c1C,-7.5%
CC(=O)NNc1nc(-c2ccccc2)c2cc(Cl)ccc2n1,2.8%
O=C(CC1CCCCC1)NCc1nc(-c2ccccc2)no1,5.4%
CC(=O)c1ccc(OCC(=O)OCC(=O)N(CC(C)C)c2c(N)n(Cc3ccccc3)c(=O)[nH]c2=O)cc1,3.1%
O=C(CNC(=O)Cc1ccccc1)N=Nc1c(O)[nH]c2ccccc12,2.8%
CN(CC(=O)Nc1ccc(F)cc1)C(=O)c1cc(-c2ccco2)nc2ccccc12,-11.2%
COc1cccc(CC2(CO)CCN(Cc3cccn3-c3cccnc3)CC2)c1,0.8%
COc1ccc(Nc2cc(C)c3cc(NC(=O)c4ccccc4Cl)ccc3n2)cc1,-8.6%
CC(=O)c1ccc(NC(=O)CSc2cn[nH]n2)cc1,-2.1%
Cc1c(C(=O)N2CCC(C)CC2)c(S(=O)(=O)NCc2ccccc2)c(C)n1C,4.7%
CCN(CC)c1ccc2cc(-c3nc(-c4cccs4)no3)c(=O)oc2c1,-6.0%
Nc1ccc(Cl)c(S(=O)(=O)Nc2ccccc2Cl)c1,8.8%
COC(=O)c1cc(NC(=O)c2sc3ncn(Cc4cccc(F)c4)c(=O)c3c2C)cc(C(=O)OC)c1,0.0%

Quoted at random: two compounds from above.
structure,aSyn yeast rescue
Cc1ccc(CNC(=O)C2CCN(c3ncnc4c3nc3n4CCCCC3)CC2)cc1,-3.7%
CCc1ccc(-n2nc(CO)c(C(=O)NCCCc3ccccc3)n2)cc1,2.3%

Later entries
structure,aSyn yeast rescue
CCc1ccccc1NC(=O)c1ccc2c(c1)N(Cc1cc(C)ccc1C)C(=O)c1ccccc1S2(=O)=O,5.9%
CCOc1cc2[nH]c(=O)n(CCCCC(=O)N3CCN(c4cccc(Cl)c4)CC3)c(=O)c2cc1OCC,1.0%
O=C1Nc2cc(C(=O)NCCCN3CCCC3)ccc2S/C1=C/c1cccc(Cl)c1,-7.2%
Cc1nc(N2CCOCC2)c2c(C(=O)N3CCN(c4ccccc4F)CC3)c(C)oc2n1,?
COc1cc(OC)c(/C=N/NC(=O)c2ccc(NC(C)=O)cc2)cc1Br,-8.1%
O=C(c1ccc(Br)cc1)N(Cc1cccs1)c1ccc(F)cc1,-19.4%
CCOC(=O)C1CCN(C(=O)c2ccc3c(c2)C(=O)N(c2ccccc2C)C3=O)CC1,16.7%
Cc1ccc(NC(=O)COC(=O)CNC(=O)c2ccc(C)s2)cc1,1.2%
CCc1cc2c(cc3c(=O)n(CC(=O)N4CCN(c5cc(Cl)ccc5C)CC4)nc(CC)n32)s1,1.2%
CC(NC(=O)c1ccc2nc(CCc3ccccc3)oc2c1)c1ccccc1 (stereo not given),-9.9%
Cc1cccc(N2CCN(S(=O)(=O)c3cc4c(cc3Cl)NC(=O)CO4)CC2)c1C,-1.3%
COc1ccc(NC(=O)Cn2c(=O)n(Cc3nc(C)no3)c(=O)c3cc4c(cc32)OCO4)cc1OC,5.3%
Cc1ccn2c(Nc3ccccc3C)c(-c3ccccc3)nc2c1,-11.7%
CC1C(=O)N(Cc2cn(Cc3ccco3)nn2)CCS(=O)(=O)N1Cc1ccc(-c2ccncc2)cc1 (stereo not given),-3.6%
Cc1cc(C)cc(-n2c(SCC(=O)Nc3ccc4c(c3)OCO4)nc3c([nH]c4ccccc43)c2=O)c1,0.0%
Cc1ccc(SCCC(=O)OCC(=O)NCC2CCCCC2)cc1,10.5%
C[C@H]1COC[C@@H](C/C=C/c2ccccc2)N1c1ccccc1,20.2%
O=C(Nc1cccc(C(F)(F)F)c1)c1cc2nc(-c3ccccc3)cc(C(F)(F)F)n2n1,2.6%
Cc1cccc(N2CCN(C(=O)c3ccc4c(c3)c(C)c(C)n4C)CC2)c1C,3.2%
O=C(NCCNC(=O)c1ccco1)c1ccco1,3.6%
FC(F)(F)c1cccc(NC(=S)Nc2cccc(NC(=S)Nc3cccc(C(F)(F)F)c3)n2)c1,-29.1%
Cn1ccsc1=NC(=O)c1ccc(CS(C)(=O)=O)cc1,-2.5%
CC(C)Oc1ccc(N2CC(C(=O)Nc3ccc4c(c3)OCO4)CC2=O)cc1 (stereo not given),-8.1%
CCC(SCC(=O)OC)C(=O)Nc1nnc(C(C)C)s1 (stereo not given),-5.0%
CCCn1cc(S(=O)(=O)c2ccc(CC)cc2)c(=O)c2cc(F)c(N(CC)CC)cc21,0.0%
CCC[C@H]1CN(c2ccccc2)C(=O)[C@@H]1CC(=O)NC,-10.6%
COC(=O)c1cc(S(=O)(=O)N2CCN(c3cccc(C)c3C)CC2)c[nH]1,1.4%
CN(C)CCNC(=O)CN1C(=O)CCn2nc(-c3cn(C)c4ccccc34)cc21,-6.8%
O=C(CCN1C(=O)/C(=C/c2ccccc2)SC1=S)NCCCN1CCOCC1,7.2%
COc1cccc(Cc2nc3ccccc3nc2SCC(=O)N2CCCCC2C)c1 (stereo not given),11.9%
O=C(COc1ccc(F)cc1)Nc1nnc(C2CC2)s1,3.1%
Cc1ccc(-c2nn(-c3ccccc3)cc2/C=C/C(=O)Nc2cccc(S(N)(=O)=O)c2)cc1,22.5%
CCCc1cc(=O)[nH]c(SCC(=O)Nc2ncc(S(=O)(=O)c3ccc([N+](=O)[O-])cc3)s2)n1,7.3%
CNC[C@@H]1Oc2cc(Br)ccc2S(=O)(=O)N([C@@H](C)CO)C[C@@H]1C,5.5%
COc1ccc(CNC(=O)C(C)OC(=O)c2cccs2)cc1 (stereo not given),0.4%
CCOc1ccc(NCc2cccn2-c2nnc(N3CCC(C(=O)NC(C)c4ccccc4)CC3)s2)cc1 (stereo not given),-5.8%

Compounds from the list above that have an aryl methoxy group (17):
structure,aSyn yeast rescue
COc1cccc(NC(=O)CCc2nc(-c3cccs3)no2)c1,-1.3%
COc1ccc(N2CCN(C(=O)Nc3cn(CC(C)C)c(=O)c4ccccc34)CC2)cc1,0.1%
COc1cc(C(=O)NCC(=O)OCc2cc(=O)oc3c(C)c(C)ccc23)cc(OC)c1OC,-3.4%
COc1ccc(C2CC(=O)c3cc(-c4nc(-c5cccc([N+](=O)[O-])c5)cs4)c(=O)n(-c4ccc(C)c(C)c4)c3C2)cc1 (stereo not given),-12.2%
CCCc1cc(=O)[nH]c(Nc2cc(Cl)ccc2OC)n1,3.3%
COc1cccc(C(=O)Nc2cc3cc(OC)ccc3oc2=O)c1,22.1%
COc1ccc2[nH]cc(CCN=C(NC(=O)c3ccccc3F)Nc3nc(C)cc(C)n3)c2c1,-6.5%
COc1ccc(NC(=O)c2cc3ccccc3oc2=O)cc1,-11.9%
COc1cccc(CNc2ncnc3c2nnn3C)c1,-9.3%
COc1ccccc1CNC(=O)c1sccc1C,7.5%
COc1cc(/C=N/n2nnnc2N)cc(Cl)c1OC,3.5%
COc1cccc(CC2(CO)CCN(Cc3cccn3-c3cccnc3)CC2)c1,0.8%
COc1ccc(Nc2cc(C)c3cc(NC(=O)c4ccccc4Cl)ccc3n2)cc1,-8.6%
COc1cc(OC)c(/C=N/NC(=O)c2ccc(NC(C)=O)cc2)cc1Br,-8.1%
COc1ccc(NC(=O)Cn2c(=O)n(Cc3nc(C)no3)c(=O)c3cc4c(cc32)OCO4)cc1OC,5.3%
COc1cccc(Cc2nc3ccccc3nc2SCC(=O)N2CCCCC2C)c1 (stereo not given),11.9%
COc1ccc(CNC(=O)C(C)OC(=O)c2cccs2)cc1 (stereo not given),0.4%
